PKA-R1A act – activates the PKA-R1A holoenzyme complex; P00514+P68181; PKA-R1A dissociation, Cy5-IP20 fluorescence polarization; scaled: DMSO 0%, 113 µM cGMP 100%; activation, % at 11.4 µM; hit rate 0.083% among 340,000; AID 504707;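 active = percent activation above the mean of all tested compounds plus 3 SD, cut at about 19% in these data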;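 note: higher means more PKAc released from R1A so a rise in polarization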
PKA-R2B act – PKA-R2B complex activation. P22694+P31323. PKA-R2B holoenzyme dissociation, Cy5-IP20 fluorescence polarization; R2B truncated from residue 108, S112A mutant; 0% DMSO only, 100% 113 µM cGMP. activation, % at 11.4 µM. hit rate 0.079% among 340,000. AID 504700;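 active = activation above a cutoff set at the mean over all compounds plus 3 SD, cut at about 18% in these data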;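 note: higher means more holoenzyme dissociation and a rise in polarization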
HTR5A inv ag – HTR5A inverse agonism, opioid heterodimer counter-screen; P47898; HTR5A cell line, luminescence; inhibition, % at 9.3 µM; hit rate 0.083% among 340,000; in the data active = inhibition mostly above about 23%, no sharp cut-off; inactive = mostly below about 18%;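 note: 0% = cells with DMSO and 100% = no-cell wells with DMSO; some compounds called inactive have numbers as strong as hits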
MOR-DOR ag – agonists of human mu-delta opioid receptor heterodimerization; hit rate 0.3% among 340,000; AID 504326; P35372+P41143; activation, % at 9.3 µM; cells, OPRM1-OPRD1 heterodimerization, luminescence; in the data active = activation above about 18%;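 note: 0% = vehicle-treated cells and 100% = reference agonist; values of inactives mirror those of a sister screen read the other way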
Target sequence (P35372 whole entry, looked up): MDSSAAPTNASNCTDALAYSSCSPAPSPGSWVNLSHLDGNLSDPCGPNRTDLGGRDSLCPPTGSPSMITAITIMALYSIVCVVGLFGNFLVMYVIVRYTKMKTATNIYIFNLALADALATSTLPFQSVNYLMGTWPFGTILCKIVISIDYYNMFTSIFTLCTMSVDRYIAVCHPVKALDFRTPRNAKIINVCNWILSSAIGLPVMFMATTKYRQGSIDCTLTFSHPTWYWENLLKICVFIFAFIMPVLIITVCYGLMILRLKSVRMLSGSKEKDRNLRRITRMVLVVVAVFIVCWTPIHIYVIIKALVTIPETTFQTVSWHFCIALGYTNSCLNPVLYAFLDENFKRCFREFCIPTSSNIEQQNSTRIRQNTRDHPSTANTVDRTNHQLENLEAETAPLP
Target sequence (P41143 whole entry, looked up): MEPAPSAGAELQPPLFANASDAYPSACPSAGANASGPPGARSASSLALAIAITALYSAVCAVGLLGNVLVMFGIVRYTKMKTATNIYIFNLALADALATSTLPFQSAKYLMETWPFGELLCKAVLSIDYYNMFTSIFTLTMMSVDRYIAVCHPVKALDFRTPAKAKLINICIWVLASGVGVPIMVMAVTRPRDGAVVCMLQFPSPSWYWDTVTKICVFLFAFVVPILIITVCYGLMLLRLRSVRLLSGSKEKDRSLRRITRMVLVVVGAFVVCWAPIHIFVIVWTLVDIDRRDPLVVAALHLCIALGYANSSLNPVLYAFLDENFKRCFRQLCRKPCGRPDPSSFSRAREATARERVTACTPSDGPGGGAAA
Arr AP2 block – human beta-arrestin and AP2 interaction inhibition; FITC-arrestin peptide / GST-AP2 beads, flow cytometry; AP2 beta2 appendage carries R879A mutation; inhibition, % at 10 µM; hit rate 0.31% among 340,000;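 active = inhibition above a set limit, near 3 SD of compounds lacking own fluorescence, cut at about 54% in these data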;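 note: plate controls were DMSO wells for no effect and 5 µM unlabelled arrestin peptide for full effect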
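Measured by: flow cytometry, FL1 (488/535 nm); Material: AP2 appendage R879A on GSH beads; Evaluation: percent response; Timing: pre-incubation 12 min, peptide binding 1 h, room temperature; Also added: 50 nM FITC-arrestin peptide; Medium: PBS with 0.05% Tween 20 and 0.1% BSA.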
DAGLB inhibitor – blocks human DAGLB lipase activity; AID 504411; HEK293T DAGLB membrane lysate, EnzChek fluorogenic substrate; hit rate 0.059% among 340,000; inhibition, % at 5.17 µM; in the data active = inhibition above about 34%;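 note: 0% = enzyme with vehicle and 100% = wells lacking enzyme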
HTR5A ag ctr – HTR5A agonism, opioid heterodimer counter-screen | P47898 | HTR5A agonist assay, luminescence, cell-based | activation, % at 9.3 µM | hit rate 0.61% among 340,000 | AID 504692; in the data active = activation mostly above about 9.5%, no sharp cut-off; inactive = mostly below about 7.6%;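 note: 0% = cells with vehicle only and 100% = reference agonist; strong numbers were not always called active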
DSG3 Ab inh – human desmoglein-3 autoantibody binding inhibition | P32926 | DSG3-coupled beads, scFv-anti-DSG3-GFP binding, flow cytometry; hits give low values | binding (percent of control), % at 10 µM | hit rate 0.48% among 310,000;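 active = binding more than 3 SD below its plate's average and above zero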;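 note: hits lower antibody fragment binding to DSG3; some compounds called inactive have numbers as strong as hits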
MOR-DOR inv ag – mu-delta opioid heterodimer inverse agonism; hit rate 0.21% among 340,000; cell-based MOR-DOR heterodimer luminescence; inhibition, % at 9.3 µM; in the data active = inhibition above about 22%, passing the limit was not always enough;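 note: 0% = cells with DMSO and 100% = wells without cells with DMSO; values of inactives mirror those of a sister screen read the other way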
V-ATPase pH – regulators of yeast V-ATPase proton transport; hit rate 0.37% among 350,000; response, % at 10 µM; S. cerevisiae, pHLuorin cytosolic pH fluorescence; in the data active = response mostly above about 7.3%, no sharp cut-off; inactive = mostly below about 5.4%; note: actives read high; inactives centre near 0; some compounds called inactive have numbers as strong as hits; reference of the scale not given here
Starred values were filed as active, the others as inactive; . = no result given.

SMILES	PKA-R1A act	PKA-R2B act	HTR5A inv ag	MOR-DOR ag	Arr AP2 block	DAGLB inhibitor	HTR5A ag ctr	DSG3 Ab inh	MOR-DOR inv ag	V-ATPase pH
Cc1cc(Nc2ccc(F)cc2)c2ccccc2n1	8.8	4.4	.	.	.	0.2	.	97.6	.	4.3
CCOC(=O)C1=CN(Cc2ccco2)S(=O)(=O)N(CC)C1c1ccccc1 (configuration not stated)	-4.2	-4.3	-8.3	-2.1	12.7	-6.0	2.4	99.8	10.2	-1.2
O=C(Nc1ccc(S(=O)(=O)Nc2ncccn2)cc1)c1cnc(Cl)c(Cl)c1	1.9	-13.5	19.6	-1.9	9.7	2.4	1.5	110.1	9.0	-1.5
N=C1/C(=C\c2ccc(-c3cccc(Cl)c3)o2)C(=O)N=C2SC=C(c3ccccc3)N12	-3.4	-3.1	-21.0	-1.1	10.4	14.3	2.1	109.9	5.9	-0.5
Cc1ccc(C(=O)NCCSC(C)(C)C)cc1	-0.9	6.5	-10.2	-0.6	4.5	-1.4	-1.6	.	2.4	5.2
COc1ccc(C(=O)OC(C)C(=O)NC2CCCc3ccccc32)cc1OC (configuration not stated)	2.4	6.6	-3.8	-1.8	30.9	-3.6	1.5	107.6	7.5	-2.5
COCCCNCCOCCSc1ccc(Cl)cc1	-10.5	-8.4	0.6	-1.4	-0.8	1.3	5.9	124.8	7.4	-0.1
Cc1c(/C=N\NC(=O)c2csc3ccccc23)cnn1C	0.0	-5.6	-49.7	-0.6	0.7	0.4	10.7*	94.5	3.1	-3.5
CCCn1c(=NC(=O)c2ccco2)c(C(=O)OCC)cc2c(=O)n3ccccc3nc21	1.9	-5.2	9.8	-3.2	34.4	0.3	-0.7	102.5	18.4	-1.3
Cn1cccc2[nH]c(=O)nc1-2	-10.5	-4.6	3.4	-3.3	0.7	0.8	0.4	92.9	16.8	-1.3
CCOC(=O)c1c(NC(=O)COC(=O)Cc2c[nH]c3ccccc23)sc(C(=O)N(C)C)c1C	-2.8	-9.7	-2.1	-4.4	-2.1	-1.0	0.9	95.0	23.1	-5.7
CC(C)(C)CC(=O)NC(=S)NCCc1ccccc1	-5.0	4.9	1.7	3.3	2.3	-8.1	9.7	111.4	-18.5	1.0
CC(C(=O)N1CCc2ccccc21)N(C)CC(=O)Nc1ccccc1Cl (configuration not stated)	12.1	-7.7	-8.3	0.0	23.2	0.7	-1.9	110.1	-0.1	-2.1
Cc1[nH]nc2c1C(c1ccc(F)cc1)C1=C(CC(C)(C)CC1=O)N2 (configuration not stated)	-0.3	6.2	22.2	0.7	1.8	-0.2	0.4	103.5	-3.9	-0.2
Cc1ccc2nc(N(CCCN(C)C)C(=O)c3ccc(S(=O)(=O)N4CCCCCC4)cc3)sc2c1	-9.0	-1.2	-1.9	6.3	-5.0	-1.6	0.4	109.8	-34.2	-0.2
COc1ccc(Nc2nc(N)c([N+](=O)[O-])c(NCc3ccccc3)n2)cc1	-5.7	-4.0	9.9	6.1	8.1	0.7	-2.1	113.9	-30.5	-0.9
O=C(O)c1ccc(NC(=S)NC(=O)c2cccc(COc3ccccc3)c2)cc1	-5.0	-3.7	4.0	-2.7	-28.2	3.1	-2.1	101.6	14.5	-1.4
Cc1nc(C)c(C(=O)N/N=C/c2c[nH]c3ccccc23)s1	-5.1	-5.5	-14.2	-0.3	27.9	-2.5	5.1	.	2.2	-3.2
Cc1nc2nc[nH]n2c(=O)c1NS(=O)(=O)c1ccc(C(C)(C)C)cc1	6.1	-5.1	-7.8	-3.5	48.6	0.9	0.2	98.7	17.4	-2.8
COc1ccc(C(=O)NNC2=NCCCCC2)cc1	-9.0	0.7	-18.9	-2.6	-4.4	-2.9	-2.5	101.4	13.5	2.3

A portion from the list above, as a working copy:
SMILES	PKA-R1A act	PKA-R2B act	HTR5A inv ag	MOR-DOR ag	Arr AP2 block	DAGLB inhibitor	HTR5A ag ctr	DSG3 Ab inh	MOR-DOR inv ag	V-ATPase pH
Cc1cc(Nc2ccc(F)cc2)c2ccccc2n1	8.8	4.4	.	.	.	0.2	.	97.6	.	4.3
CCOC(=O)C1=CN(Cc2ccco2)S(=O)(=O)N(CC)C1c1ccccc1 (configuration not stated)	-4.2	-4.3	-8.3	-2.1	12.7	-6.0	2.4	99.8	10.2	-1.2
O=C(Nc1ccc(S(=O)(=O)Nc2ncccn2)cc1)c1cnc(Cl)c(Cl)c1	1.9	-13.5	19.6	-1.9	9.7	2.4	1.5	110.1	9.0	-1.5

(continued)
SMILES	PKA-R1A act	PKA-R2B act	HTR5A inv ag	MOR-DOR ag	Arr AP2 block	DAGLB inhibitor	HTR5A ag ctr	DSG3 Ab inh	MOR-DOR inv ag	V-ATPase pH
CCOC(=O)C1(C)NC(c2ccc(OC)c(OC)c2)C2C(=O)N(c3cccc(C(C)=O)c3)C(=O)C21 (configuration not stated)	2.1	-6.2	.	.	.	-7.3	.	102.4	.	1.4
c1cnc(N2CC[N+]3(CCCC3)CC2)nc1	-10.5	4.4	-26.1	-1.3	-10.6	3.0	0.4	104.1	7.8	-0.1
CC(C)(C)NC(=O)CN(C(=O)C1(C)CC(=O)N=C2C=CC=CN21)C1CCCC1 (configuration not stated)	0.1	2.5	-9.1	-0.7	6.9	0.1	-4.3	105.0	3.5	4.5
O=C(Nc1ccccc1C(=O)NCCCn1ccnc1)c1ccccc1	-15.8	-15.6	19.3	-4.0	-14.4	-2.9	-0.2	97.6	21.4	0.0
Clc1cccc(N/N=C/c2ccc(N3CCOCC3)cc2)c1	-9.9	-0.4	10.4	2.0	10.6	0.4	4.8	99.7	-11.3	-0.8
CC1CCCC(C)N1C(=O)CN1c2cccc3cccc(c23)S1(=O)=O (configuration not stated)	-3.9	-5.5	2.8	-0.4	2.9	-1.5	-1.1	.	1.5	2.3
Cc1nc2ccccc2c(=O)n1/N=C/c1c(O)ccc2oc3c(c12)CCCC3	-2.8	2.3	-1.6	1.8	17.9	-3.7	0.6	95.1	-8.9	4.4
Clc1ccc2[nH]c3c(NCCCN4CCOCC4)ncnc3c2c1	-4.6	-8.3	10.0	3.5	-0.4	5.9	2.4	120.1	-20.8	0.7
c1ccc(-n2ncc3c2ncn2nc(CSc4nc5ccccc5s4)nc32)cc1	-6.7	7.2	9.5	-2.6	-3.8	-3.6	1.5	102.1	14.6	-0.1
O=C(CSc1nccc(=O)[nH]1)Nc1cccc(S(=O)(=O)N2CCOCC2)c1	-4.1	1.3	-9.8	-1.2	-11.3	-1.0	7.1	89.6	6.2	-4.6
CCOC(=O)CCNC(=O)Nc1ccc2nc(C)n(Cc3cccc(Cl)c3)c(=O)c2c1	-1.9	7.8	-2.7	-1.8	3.6	-0.5	1.0	103.1	10.1	2.6
CCn1cc(C(=O)N[C@H](C(=O)NCCCO)C(C)C)c(=O)c2cc3c(cc21)OCO3	0.5	-3.4	-4.6	-0.9	-4.9	-0.2	1.2	95.1	4.6	2.1
COc1cccc(OCCCCCN2CCOCC2)c1	-14.5	12.2	-31.6	-1.8	2.6	1.2	-1.0	100.0	9.7	-2.8
CCc1cn([C@H]2C[C@H](O)[C@@H](CO)O2)c(=O)[nH]c1=O	-12.9	-0.4	1.1	-1.2	1.7	3.8	-0.3	.	6.7	-1.0
CCOc1cc(C(=O)OCC(=O)c2c[nH]c3ccccc23)ccc1OCC(=O)N1CCOCC1	-6.1	5.8	-0.6	-0.5	0.2	-3.2	-2.0	.	2.9	-1.2
Cc1ccc(N2CC(C(N)=O)CC2=O)cc1C (configuration not stated)	-10.2	-10.0	-25.1	-2.3	3.9	0.1	-3.8	102.8	13.4	-2.4
CC[C@@]12C(=O)N(c3cccc(F)c3)C(=O)N1[C@H](c1ccc(OC)cc1)[C@@H]1C(=O)N(C(C)(C)C)C(=O)[C@@H]12	-3.0	-12.3	-8.6	-1.8	2.9	-0.3	2.6	107.1	10.0	0.9
O=C(Cn1ncc2c([nH]c3ccccc32)c1=O)N1CCN(c2ccccn2)CC1	3.0	-3.3	-24.8	-0.6	4.7	-0.9	2.9	-6.6*	3.0	-2.5
CCCCOc1ccc(NC2=NC3(CCCCC3)N=C(N)N2)cc1	-3.7	-5.3	1.4	-1.6	33.3	0.9	-0.5	.	8.1	-3.9
N/C(=N\OC(=O)CSc1ccccc1)c1ccccn1	3.9	6.0	3.2	-2.1	18.2	-2.9	-1.3	98.5	10.8	-5.9
CCOC(=O)C1CCN(C(=O)CCc2c(C)nc3cc(-c4ccccc4)nn3c2C)CC1	1.9	-10.5	-8.5	-1.8	-1.6	-0.4	3.3	100.1	10.0	-0.8
CCCOc1ccc(Cc2c(O)nc(N)[nH]c2=O)cc1C	-15.6	-6.4	5.8	-1.6	13.3	0.5	-1.6	100.4	7.4	-0.9
COc1ccc(C(=O)NC2CCN(CC(=O)N3CCCCC3)CC2)cc1	6.8	3.5	-22.0	-3.3	-4.1	-1.4	12.1	113.9	17.3	-0.9
CC(=O)NCCC(=O)N1CCCC(N(C)CCc2ccccc2)C1 (configuration not stated)	-5.3	-1.2	3.5	-2.9	5.0	-0.3	-1.0	123.8	14.0	-0.7
COc1ccc(OCC(=O)N2CCN(C(=O)c3ccc([N+](=O)[O-])cc3)CC2)cc1	-4.2	0.4	-15.2	0.0	8.2	0.8	4.7	82.7	0.2	6.9
Cn1c(SCC(=O)Nc2ccc(C(=O)O)cc2)nc2scc(-c3ccccc3Cl)c2c1=O	-6.6	3.5	-3.6	-4.2	7.8	1.6	0.9	116.4	21.7	5.0
O=C(Nc1nccs1)c1ccc(-c2cccc([N+](=O)[O-])c2)o1	-4.8	-10.3	0.3	0.4	17.2	-2.7	1.4	64.5*	-2.2	-1.9
Cc1nn(-c2ccccc2)c(C)c1C(=O)NCc1ccc(F)cc1	-3.8	-3.8	1.9	0.6	3.8	0.5	-0.8	109.4	-2.9	3.9
COc1ccc(CC(=O)NCc2n[nH]c(=S)n2-c2ccc(F)cc2)cc1	-13.3	-9.8	4.7	-0.9	20.9	0.3	7.5	104.4	4.5	-0.9
CC(=N\NC(=O)c1cc(Br)ccc1O)/C(=N/O)C(=O)Nc1ccccc1	-10.9	-3.2	-7.5	0.1	9.7	4.5	-0.9	.	-0.8	7.4
O=C(Nc1nccs1)c1ccc(Br)c(S(=O)(=O)N2CCCC2)c1	-2.1	-4.0	-28.2	-0.9	17.0	-0.8	3.7	98.2	6.2	0.4
O=C(Cn1c(=S)[nH]c2ccccc2c1=O)NCCc1ccccc1	7.2	-4.6	7.8	-1.2	-11.5	-0.6	-3.5	104.4	5.7	-1.0
NC(=O)C1CCCN(C(=O)CN2C(=O)NC(c3ccccc3)(c3ccccc3)C2=O)C1 (configuration not stated)	-3.0	-5.0	-4.9	-1.6	-8.9	3.7	5.4	97.6	9.9	6.8
OCCN(CCO)CC(O)CN(c1ccccc1)c1ccccc1 (configuration not stated)	5.7	1.6	-1.8	-1.7	-8.5	1.3	2.2	105.2	8.5	-0.5
CCCNC(=O)c1ccccc1NC(=O)c1cccc(-n2cnnn2)c1	-3.0	-0.2	-7.7	-2.9	18.2	-0.8	-6.3	.	11.4	-1.5
CCOC(=O)CNc1nc(OCC#N)nc(N2CCOCC2)n1	2.9	2.6	1.2	-2.3	24.1	-0.1	-0.3	98.1	12.5	-1.7

Screens (PubChem BioAssay)
